M4 antag: antagonists of human muscarinic M4 receptor (CHRM4) | P08173 | CHO-hM4 cells, ACh EC80, Fluo-8 calcium fluorescence | inhibition, % at 3 µM | 0.73% of 360,000 active | AID 624125;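 active = inhibition above its plate's cutoff, the mean inhibition of sample wells plus 3 SD, cut at about 27% in these data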;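 also: 0% = acetylcholine EC80 with DMSO and 100% = DMSO without agonist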
M5 antag: antagonists of human muscarinic M5 receptor (CHRM5). inhibition, % at 3 µM. CHO-hM5 cells, Fluo-8 calcium fluorescence, ACh EC80. 0.59% of 360,000 active;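 active = inhibition above a per-plate cutoff, the mean of that plate's test compounds plus 3 SD, cut at about 27% in these data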;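 also: 0% = acetylcholine EC80 with DMSO and 100% = DMSO without agonist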
IDE inh: cellular human IDE inhibition; AID 434962; 0.41% of 320,000 active; HEK cells, FAbetaB cleavage, fluorescence polarization; P14735; inhibition, % at 5.59 µM;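 active = percent inhibition above the average of all tested compounds plus 3 SD, set per screening campaign, cut at about 16% in these data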;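 also: IDE supplied by intact live HEK cells; FP after avidin binding of uncleaved biotin substrate so inhibition keeps polarization high; 0% = DMSO wells and 100% = 60 µM reference IDE inhibitor Ii1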
Target sequence (P14735 whole entry, looked up): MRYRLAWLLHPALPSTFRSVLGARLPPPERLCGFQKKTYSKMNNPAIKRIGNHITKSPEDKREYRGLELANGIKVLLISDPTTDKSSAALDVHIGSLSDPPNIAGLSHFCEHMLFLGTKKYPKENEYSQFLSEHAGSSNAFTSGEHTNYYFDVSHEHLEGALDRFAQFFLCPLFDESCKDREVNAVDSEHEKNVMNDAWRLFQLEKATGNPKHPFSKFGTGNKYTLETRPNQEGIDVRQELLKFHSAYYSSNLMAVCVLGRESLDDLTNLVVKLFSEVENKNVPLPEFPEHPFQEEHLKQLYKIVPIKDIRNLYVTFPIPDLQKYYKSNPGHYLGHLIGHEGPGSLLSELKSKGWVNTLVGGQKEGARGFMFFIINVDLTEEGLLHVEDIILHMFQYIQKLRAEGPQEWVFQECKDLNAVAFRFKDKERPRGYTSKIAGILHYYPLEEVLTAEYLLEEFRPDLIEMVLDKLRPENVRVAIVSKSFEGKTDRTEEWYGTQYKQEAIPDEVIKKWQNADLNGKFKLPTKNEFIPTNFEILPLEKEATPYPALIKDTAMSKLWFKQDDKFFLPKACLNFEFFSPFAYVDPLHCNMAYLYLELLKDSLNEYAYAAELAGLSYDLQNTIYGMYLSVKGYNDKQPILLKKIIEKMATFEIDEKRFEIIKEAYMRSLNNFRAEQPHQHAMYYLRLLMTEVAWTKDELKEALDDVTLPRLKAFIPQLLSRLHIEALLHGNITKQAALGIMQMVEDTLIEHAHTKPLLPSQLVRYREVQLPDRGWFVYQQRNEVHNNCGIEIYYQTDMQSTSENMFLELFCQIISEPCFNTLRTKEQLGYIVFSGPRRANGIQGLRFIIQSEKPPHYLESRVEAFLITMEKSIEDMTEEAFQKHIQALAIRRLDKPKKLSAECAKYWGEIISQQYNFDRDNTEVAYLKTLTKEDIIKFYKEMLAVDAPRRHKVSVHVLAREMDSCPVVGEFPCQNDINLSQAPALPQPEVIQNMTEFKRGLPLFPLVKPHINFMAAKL
M4 ag: agonists of human muscarinic M4 receptor (CHRM4); P08173; CHO-K1 hM4/Gqi5, Fluo-8 calcium fluorescence; vehicle 0%, full acetylcholine response 100%; activation, % at 3 µM; 0.14% of 360,000 active;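 active = activation above the run mean over all test wells plus 3 SD, cut at about 32% in these data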;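 also: peak over basal fluorescence ratio per well then scaled between controls; 0% = DMSO wells and 100% = acetylcholine at EC100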
M5 ag: CHRM5 agonism in calcium assay; P08912; CHO-K1 hM5 cells, Fluo-8 calcium fluorescence; 0% DMSO wells, 100% maximal acetylcholine response; activation, % at 3 µM; 0.19% of 360,000 active;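 active = activation above the run's mean over test compounds plus 3 SD, cut at about 23% in these data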;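 also: signal is peak over basal fluorescence ratio across the kinetic read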
CHRM5 PAM: potentiates acetylcholine response at human M5 receptor; AID 624038; P08912; activation, % at 3 µM; 0.3% of 360,000 active; CHO-K1 hM5, Fluo-8 calcium, ACh EC20 PAM; 0% = ACh EC20, 100% = ACh EC100;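 active = activation above the run cutoff, the mean activation of all test compounds plus 3 SD, cut at about 18% in these data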
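Assay system: CHO-K1 hM5 cells / Incubation: Fluo-8 loading 80 min at 37 °C plus 30 min room temperature / Technique: Fluo-8 calcium dye fluorescence, kinetic read / Repeats: single replicate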
CRFBP-R2 block: blocks CRF-induced signaling of the CRF-BP/CRF-R2 complex. 0.59% of 350,000 active. inhibition, % at 11.8 µM. HEK293 CRF-R2/CRF-BP, CRF-induced calcium fluorescence. AID 588475;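 active = inhibition of the ligand-induced calcium signal above about 50% at the single tested concentration, limit read from the data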
M4 PAM: CHRM4 positive allosteric modulation; P08173; CHO-K1 hM4/Gqi5, Fluo-8 calcium fluorescence, ACh EC20; 0% = ACh EC20, 100% = maximal ACh; activation, % at 3 µM; 0.4% of 360,000 active;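 active = activation above its plate's cutoff, the mean activation of sample wells plus 3 SD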; also: some results filed as inactive read as strong as hits
CRFBP-R2 agonist: agonists of human CRF-binding protein/CRF-R2 receptor complex | activation, % at 13.2 µM | 0.46% of 350,000 active | AID 588473 | HEK293 CRF-R2/CRF-BP, calcium dye fluorescence (FLIPR); percent of saturating CRF peptide response;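 active = activation of at least 50%, plus an integration ratio under a set limit after plate pattern correction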;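 also: plate controls were neutral control wells without compound for no effect and CRF at EC100 for full effect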
* hit, by the source's call; x = not tested or not shown.

Key to letters: A = M4 antag; B = M5 antag; C = IDE inh; D = M4 ag; E = M5 ag; F = CHRM5 PAM; G = CRFBP-R2 block; H = M4 PAM; I = CRFBP-R2 agonist
#1 COc1ccc(C(CC(=O)O)NC(=O)Cc2ccccc2)cc1OC (stereo unspecified)
  A: 3 | B: 2 | C: 2 | D: 1 | E: 1 | F: 2 | G: -11 | H: 4 | I: 4.8

#2 CCN(CC(=O)Nc1ccc2c(c1)OCCO2)CC(=O)Nc1ccc(C)c(S(=O)(=O)N(C)C)c1
  A: 8 | B: 7 | C: 2 | D: 6 | E: 1 | F: -3 | G: 6 | H: -1 | I: 0.9

#3 Cc1ccccc1S(=O)(=O)Cc1ccc(C(=O)NC(C)c2ccccc2)o1 (stereo unspecified)
  A: -4 | B: 1 | C: 3 | D: 3 | E: -3 | F: 2 | G: -4 | H: -1 | I: 0.0

#4 COc1ccc(C)cc1NS(=O)(=O)c1cn(C)nc1C
  A: 0 | B: -7 | C: 0 | D: 1 | E: 1 | F: -5 | G: -1 | H: -4 | I: 0.3

#5 C/C(=N\NC(=O)Cc1ccc(Cl)c(Cl)c1)c1cccnc1
  A: -8 | B: 6 | C: x | D: 1 | E: 0 | F: -2 | G: -1 | H: 3 | I: 1.3

#6 N#Cc1ccc(N)cc1OCCCN1CCCCC1
  A: -11 | B: 5 | C: x | D: 1 | E: -4 | F: 12 | G: 1 | H: 12 | I: -0.9

#7 COc1ccc(NC(=O)c2c(F)cccc2Cl)cc1S(=O)(=O)N1CCOCC1
  A: -12 | B: -4 | C: 2 | D: 6 | E: 3 | F: 13 | G: 7 | H: -1 | I: 0.8

#8 COc1ccc(C(=O)Nc2ccc(Nc3ccccc3)cc2)cc1Br
  A: -17 | B: 1 | C: 5 | D: 5 | E: -3 | F: 2 | G: 3 | H: -5 | I: -1.2

#9 COc1ccc(C2CCCN2C(=S)Nc2ccc(C)cc2C)cc1OC (stereo unspecified)
  A: -2 | B: -9 | C: 2 | D: 3 | E: 0 | F: 7 | G: -9 | H: 12 | I: 1.3

#10 CC(C)(C)n1nnnc1C(CCc1ccccc1)N1CCN(C/C=C/c2ccccc2)CC1 (stereo unspecified)
  A: 2 | B: 7 | C: x | D: 6 | E: -8 | F: -8 | G: x | H: -8 | I: x

#11 O=C(N/N=C/c1ccco1)c1ccncc1
  A: 1 | B: -4 | C: -3 | D: 0 | E: 1 | F: 1 | G: -1 | H: 4 | I: 0.3

#12 Nc1ccc2c(c1)COC2=O
  A: 2 | B: 3 | C: 4 | D: 1 | E: -1 | F: 5 | G: 0 | H: -4 | I: -4.2

#13 CC(C)(C)OC(=O)C[C@H]1C/C=C\C[C@@H](CC(=O)NCCO)C(=O)NC[C@@H](c2ccccc2)OC1=O
  A: 1 | B: 3 | C: -3 | D: 0 | E: 3 | F: 9 | G: -9 | H: -2 | I: 0.5

#14 CCN(CC)c1c2c(c(C#N)c3nc4ccccc4n13)CCC2
  A: -3 | B: -1 | C: 0 | D: 0 | E: 1 | F: 2 | G: 17 | H: 23 | I: -0.9

#15 CCOC(=O)c1ccc(N2CCN(c3ccccc3F)CC2)c(NC(=O)Nc2ccccc2)c1
  A: 36* | B: 40* | C: -2 | D: 11 | E: 0 | F: -18 | G: -17 | H: -12 | I: 5.7

Records above marked active in M5 antag.
Key to letters: A = M4 antag; B = M5 antag; C = IDE inh; D = M4 ag; E = M5 ag; F = CHRM5 PAM; G = CRFBP-R2 block; H = M4 PAM; I = CRFBP-R2 agonist
#15 CCOC(=O)c1ccc(N2CCN(c3ccccc3F)CC2)c(NC(=O)Nc2ccccc2)c1
  A: 36* | B: 40* | C: -2 | D: 11 | E: 0 | F: -18 | G: -17 | H: -12 | I: 5.7

Carrying on.
Key to letters: A = M4 antag; B = M5 antag; C = IDE inh; D = M4 ag; E = M5 ag; F = CHRM5 PAM; G = CRFBP-R2 block; H = M4 PAM; I = CRFBP-R2 agonist
#16 Cc1nnc(N2C(=O)C(O)=C(C(=O)c3ccco3)C2c2ccc(C(C)C)cc2)s1 (stereo unspecified)
  A: -2 | B: 2 | C: 3 | D: 2 | E: 0 | F: -4 | G: -29 | H: -4 | I: 30

#17 COc1ccc(/C=C2\SC(=S)N(CCCC(=O)N3CCOCC3)C2=O)cc1
  A: 2 | B: 10 | C: 3 | D: 2 | E: 1 | F: -2 | G: -26 | H: 1 | I: 3.2

#18 Cc1ccc(C(=O)NCCCNCCCNC(=O)c2ccc(C)nc2)cn1
  A: 1 | B: 1 | C: 7 | D: 0 | E: -8 | F: 14 | G: -14 | H: 9 | I: -1.6

#19 COc1ccc(NC(=O)NC23CC4(C)CC(C)(CC(C)(C4)C2)C3)cc1
  A: 1 | B: 10 | C: -5 | D: -2 | E: -2 | F: -10 | G: -37 | H: 2 | I: -1.0

#20 CCCOC(=O)CCCC[C@H]1SC[C@@H](NC(=O)OC)[C@H]1NC(=O)OC
  A: 0 | B: 0 | C: 6 | D: 2 | E: -1 | F: 0 | G: 3 | H: 9 | I: -3.9

#21 COc1ccc(CC(=O)NCC2COc3ccccc3O2)cc1 (stereo unspecified)
  A: -1 | B: 2 | C: 6 | D: 0 | E: -2 | F: 1 | G: 3 | H: 3 | I: -0.1

#22 COc1ccc(CCN2C(=O)c3ccccc3C2(O)c2ncc[nH]2)cc1OC (stereo unspecified)
  A: 5 | B: -8 | C: 3 | D: 1 | E: -5 | F: 0 | G: 7 | H: -2 | I: 1.8

#23 COc1ccc(NC(=O)Nc2cccc(OC)c2)cc1
  A: 5 | B: 2 | C: -3 | D: 6 | E: 2 | F: -3 | G: 1 | H: -1 | I: 2.4

#24 Cc1ccc(NC(=O)COc2ncnc3sccc23)cc1S(=O)(=O)N(C)C
  A: 7 | B: 7 | C: 7 | D: 0 | E: 3 | F: 4 | G: -10 | H: -1 | I: -2.9

#25 CCC(NC(=O)OC(C)(C)C)C(=O)Oc1ccc2c3c(c(=O)oc2c1)CCC3 (stereo unspecified)
  A: 3 | B: -4 | C: 2 | D: 0 | E: 0 | F: 2 | G: -12 | H: -1 | I: -0.3

#26 COC(=O)c1ccc(CSc2nc3cc(Cl)ccc3o2)cc1
  A: 12 | B: 8 | C: -2 | D: 0 | E: -7 | F: 0 | G: 13 | H: 5 | I: 5.1

#27 COc1cccc(/C=N/n2nnnc2N)c1O
  A: 5 | B: 4 | C: -2 | D: 1 | E: 1 | F: 1 | G: -9 | H: 2 | I: 2.3

#28 COCCN1C[C@@H](CO)O[C@@H](n2cnc3c(NCCN(C)C)ncnc32)C1
  A: 0 | B: 1 | C: x | D: 0 | E: 0 | F: 3 | G: x | H: 1 | I: x

#29 N#C/C(=C\c1ccc(OCC(N)=O)cc1)S(=O)(=O)c1ccccc1
  A: -5 | B: 9 | C: 5 | D: 2 | E: 0 | F: -1 | G: -3 | H: 9 | I: 4.7

#30 Cc1ccccc1NC(=O)CCS(=O)(=O)c1cccc2nonc12
  A: -19 | B: 6 | C: 0 | D: 2 | E: -3 | F: 4 | G: 13 | H: 1 | I: -0.5

From compound 1 up to 5, as listed above:
Key to letters: A = M4 antag; B = M5 antag; C = IDE inh; D = M4 ag; E = M5 ag; F = CHRM5 PAM; G = CRFBP-R2 block; H = M4 PAM; I = CRFBP-R2 agonist
#1 COc1ccc(C(CC(=O)O)NC(=O)Cc2ccccc2)cc1OC (stereo unspecified)
  A: 3 | B: 2 | C: 2 | D: 1 | E: 1 | F: 2 | G: -11 | H: 4 | I: 4.8

#2 CCN(CC(=O)Nc1ccc2c(c1)OCCO2)CC(=O)Nc1ccc(C)c(S(=O)(=O)N(C)C)c1
  A: 8 | B: 7 | C: 2 | D: 6 | E: 1 | F: -3 | G: 6 | H: -1 | I: 0.9

#3 Cc1ccccc1S(=O)(=O)Cc1ccc(C(=O)NC(C)c2ccccc2)o1 (stereo unspecified)
  A: -4 | B: 1 | C: 3 | D: 3 | E: -3 | F: 2 | G: -4 | H: -1 | I: 0.0

#4 COc1ccc(C)cc1NS(=O)(=O)c1cn(C)nc1C
  A: 0 | B: -7 | C: 0 | D: 1 | E: 1 | F: -5 | G: -1 | H: -4 | I: 0.3

#5 C/C(=N\NC(=O)Cc1ccc(Cl)c(Cl)c1)c1cccnc1
  A: -8 | B: 6 | C: x | D: 1 | E: 0 | F: -2 | G: -1 | H: 3 | I: 1.3

Other results
Key to letters: A = M4 antag; B = M5 antag; C = IDE inh; D = M4 ag; E = M5 ag; F = CHRM5 PAM; G = CRFBP-R2 block; H = M4 PAM; I = CRFBP-R2 agonist
#31 CC(C)(C)NC(=O)C(c1ccc(F)cc1)N(Cc1ccco1)C(=O)CCC(=O)Nc1ccccn1 (stereo unspecified)
  A: -5 | B: 8 | C: -11 | D: 2 | E: -1 | F: 0 | G: 4 | H: -9 | I: 0.8

#32 CC(C)C[C@H](NC(=O)OC(C)(C)C)c1n[nH]c(=S)n1N
  A: -2 | B: -3 | C: 2 | D: 1 | E: 0 | F: 4 | G: 39 | H: 3 | I: 0.8

#33 O=C(Nc1cc(Sc2ccccn2)cc([N+](=O)[O-])c1)c1cccc(F)c1
  A: 4 | B: 16 | C: 3 | D: 10 | E: -1 | F: -14 | G: -10 | H: -12 | I: -5.9

#34 COCCCNC(=O)Cn1cc(C(=O)c2cccs2)c2ccccc21
  A: 9 | B: 2 | C: -1 | D: 2 | E: 1 | F: -4 | G: 4 | H: -6 | I: -1.3

#35 O=c1cc(Nc2cccc(Br)c2)[nH]c(=O)[nH]1
  A: -2 | B: 5 | C: 4 | D: 0 | E: -2 | F: 6 | G: 23 | H: 10 | I: 1.2

#36 c1ccc(CCNc2ccnc3cc4ccccc4cc23)cc1
  A: 21 | B: 36* | C: x | D: 10 | E: -5 | F: -33 | G: -11 | H: -16 | I: 0.7

#37 O=C(O)C1CCC(C(=O)O)SS1 (stereo unspecified)
  A: -15 | B: 7 | C: x | D: 1 | E: 8 | F: 7 | G: 21 | H: 6 | I: -0.9

#38 CCOC(=O)[C@]12CCC=C1N(Cc1ccc(Cl)cc1Cl)C(=O)[C@H](CC(=O)NCCCN1CCCC1=O)C2
  A: 12 | B: 11 | C: x | D: 0 | E: 1 | F: -2 | G: x | H: -6 | I: x

#39 CCNC(=S)N(Cc1cc2cc(C)ccc2[nH]c1=O)C1CCCC1
  A: 8 | B: 9 | C: 7 | D: 0 | E: -5 | F: 3 | G: -26 | H: -2 | I: 0.7

#40 O=C(NCCc1ccccc1)C1c2ccccc2C(=O)N1C1CC1 (stereo unspecified)
  A: 8 | B: -7 | C: -3 | D: 1 | E: 1 | F: 5 | G: -2 | H: 4 | I: 0.7

#41 CCCCOc1ccc(CN2CCSCC2)cc1
  A: 0 | B: 2 | C: x | D: -1 | E: -4 | F: -5 | G: -8 | H: -8 | I: 0.7

#42 Cc1ccc(C2CC(=O)c3cnc(N4CCN(c5ccccc5)CC4)nc3C2)cc1 (stereo unspecified)
  A: 0 | B: 0 | C: -1 | D: 0 | E: 1 | F: -1 | G: -1 | H: 2 | I: -0.6

#43 CCN1CCN(c2ncnc3c2cnn3-c2ccc(Cl)cc2)CC1
  A: -17 | B: 2 | C: 0 | D: 3 | E: 1 | F: 0 | G: -8 | H: -1 | I: 0.2

#44 CC(C)(C)NC(=S)NNC(=O)c1cccc(Br)c1
  A: 2 | B: 15 | C: -3 | D: 2 | E: 1 | F: -10 | G: 10 | H: -7 | I: -1.4

#45 Cc1nc(N)[nH]c(=O)c1CCC(=O)OCC(C)C
  A: 14 | B: 9 | C: 9 | D: 2 | E: -3 | F: -4 | G: -8 | H: -2 | I: 0.1

Compound activity deposited in PubChem by several laboratories.
